# NALP1 inh: NALP1 inflammasome inhibitors in reconstituted yeast, colorimetric, S. cerevisiae, triplicate retest; S. cerevisiae NALP1/ASC/caspase-1 growth, X-gal OD620, 72 h; AID 2071, 2009; inhibition, % at 10 µM; 280,000 tested, 0.61% active; in the data active = inhibition mostly above about 24%, no sharp cut-off; inactive = mostly below about 32%; also: some compounds called inactive have numbers as strong as hits
# MEKK2mut PB1 HTS: MEK5 binding signal on mutant MEKK2 PB1, primary screen, biochemical, multiplex bead flow cytometry, Alexa488-MEK5; Alexa488-MEK5 binding to MEKK2 mutant; 290,000 tested, 0.35% active; percent response, % at 10 µM; in the data active = percent response above about 24%, passing the limit was not always enough; also: inactives centre near 1; some results filed as inactive read as strong as hits
# VIM-2 inhibitor: VIM-2 metallo-beta-lactamase inhibitors, primary screen, biochemical, epi-absorbance readout, Pseudomonas aeruginosa enzyme; purified VIM-2, nitrocefin hydrolysis, epi-absorbance fluorescence; inhibition, % at 5.6 µM; 290,000 tested, 0.89% active;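 active = inhibition above the mean of all tested compounds plus 3 SD, cutoff set per screening run, cut at about 7.5% in these data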;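 also: red hydrolysis product quenches plate fluorescence so inhibitors raise well fluorescence; 0% = enzyme with DMSO and 100% = DMSO without enzyme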
# IMP-1 inhibitor: IMP-1 metallo-beta-lactamase inhibitors, primary screen, biochemical, epi-absorbance readout, Pseudomonas aeruginosa enzyme; inhibition, % at 5.6 µM; AID 1556, 2009; 290,000 tested, 0.45% active; metallo-beta-lactamase IMP-1 (Pseudomonas aeruginosa); purified IMP-1, nitrocefin hydrolysis, epi-absorbance fluorescence;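 active = inhibition above the mean plus 3 SD of all compounds in the same screening run, cut at about 4.5% in these data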;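 also: 0% = IMP-1 with DMSO and 100% = DMSO wells lacking enzyme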
#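 System: purified recombinant IMP-1 beta-lactamase. Medium: Zinc- and detergent-supplemented HEPES buffer, pH 7.1. Compound: one 5.6 µM dose […]. Schedule: 15 min preincubation plus 25 min reaction at 25 °C. Technique: Epi-absorbance fluorescence, 480 nm excitation, 530 nm emission.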
# HCV NS3 hel inh: inhibitors of HCV NS3 helicase, primary screen, biochemical, Cy5 molecular beacon fluorescence | Hepatitis C virus NS3 helicase | NS3 helicase DNA unwinding | inhibition, % at 10.9 µM | 290,000 tested, 0.56% active | AID 1800, 2009;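 active = inhibition above the mean of all tested compounds plus 3 SD, set per campaign, cut at about 35% in these data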;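 also: 0% = DMSO wells and 100% = thioflavine S control wells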
#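 System: Hepatitis C virus NS3 helicase domain fragment enzyme | Reagent: Annealed dual-labelled DNA beacon duplex, ATP-started | Compound dosing: 10.9 µM single point, 0.8% DMSO | Incubation: 1 h reaction at 25 °C, ATP-initiated | Technique: Cy5 fluorescence | Evaluation: Percent inhibition from t60/t0 fluorescence ratio | Benchmarks: Low DMSO, high thioflavine S at 110 µM | Replication: Singlicate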
# M18AAP inhibitor: PfM18AAP inhibitors, malaria aminopeptidase, primary screen, biochemical, QFRET, recombinant enzyme; H-Glu-NHMec fluorogenic cleavage; M18 aspartyl aminopeptidase (Plasmodium falciparum 3D7); AID 1822, 2009; 290,000 tested, 1.2% active; inhibition, % at 7.35 µM;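 active = inhibition above the campaign mean inhibition over all tested compounds plus 3 SD, cut at about 28% in these data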;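 also: 0% = plate median of test compound wells and 100% = 2 mM ZnCl2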
# MEKK2 WT-MEK5: modulators of MEK5 binding to wildtype MEKK2, primary screen, biochemical, multiplex bead flow cytometry, Alexa488-MEK5 | Alexa488-MEK5 binding to MEKK2 WT; actives lie on both sides | binding response (% of control), % at 10 µM | 290,000 tested, 1.1% active; in the data active = binding response below about 67% or above about 130%
# DNA FID counter: compounds displacing fluorescent DNA intercalator, primary screen, artefact control for HCV NS3 helicase inhibitor project, biochemical, FID fluorescence; DNA fluorescent intercalator displacement; inhibition, % at 7.9 µM; 290,000 tested, 0.17% active; in the data active = inhibition above about 37%;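 also: 0% = vehicle and 100% = reference compound; higher means more ethidium bromide displaced from hairpin DNA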
# UBC9 SUMO inh: inhibitors of in vitro SUMOylation cascade, primary screen, biochemical, HTRF, uHTS. SUMO-conjugating enzyme UBC9 (Homo sapiens), P63279. HTRF SUMOylation assay, SAE1/SAE2 + UBC9. inhibition, % at 35 µM. 290,000 tested, 0.36% active. AID 2006, 2009; in the data active = inhibition above about 50%, passing the limit was not always enough; also: strong numbers were not always called active
# Target sequence (P63279 whole entry, looked up): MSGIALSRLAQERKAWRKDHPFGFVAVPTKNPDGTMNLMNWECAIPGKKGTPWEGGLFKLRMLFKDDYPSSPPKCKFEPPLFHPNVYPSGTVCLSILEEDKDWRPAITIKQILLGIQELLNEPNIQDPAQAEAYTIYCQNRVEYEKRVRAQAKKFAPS
# Numbers without * were called inactive; · = no result given; [ ] = another dose, or the depositor's remark.
# Results follow in this order: NALP1 inh	MEKK2mut PB1 HTS	VIM-2 inhibitor	IMP-1 inhibitor	HCV NS3 hel inh	M18AAP inhibitor	MEKK2 WT-MEK5	DNA FID counter	UBC9 SUMO inh
(1) CCNC(=S)N/N=C/c1c(C)nn(-c2cccc(Cl)c2)c1Cl
→ 24	-5	0.5	-2.1	-5	-6	92	-17	23
(2) COc1ccc(N2CCN(S(=O)(=O)c3cc4c(cc3C)N(C(C)=O)CCO4)CC2)cc1
→ -5	-2	-5.0	-2.6	-15	4	97	-32	1
(3) COc1ccc(Nc2nc3ccccc3nc2C)cc1
→ 24	-16	-1.7	-1.7	-9	8	3.0*[inhibitor]	-4	-5
(4) O=[N+]([O-])c1ccccc1-n1cnc2ccccc21
→ 11	-2	-0.7	1.4	9	2	98	4	13
(5) CCNC(=S)N/N=C(\C)c1ccco1
→ 11	-3	-0.9	-1.9	1	7	96	-1	5
(6) O=C(N1CCN(c2ccc(F)cc2)CC1)C12CC3CC(CC(C3)C1)C2
→ 0	1	-2.0	-2.0	7	-4	101	-5	9
(7) CC[C@H](C)[C@@H](CN[C@H](C)CNC)NCCC(c1ccccc1)c1ccccc1
→ 1	5	-1.7	-1.6	-71	5	138*	28	-10
(8) O=C(Nc1nc(-c2nc3ccccc3s2)cs1)C1CC1
→ ·	7	-3.0	-2.9	-10	3	107	-8	-11
(9) OCCC1CN(Cc2cnn(-c3ccccc3Cl)c2)CCN1Cc1ccsc1 (centres undefined)
→ 12	11	-3.6	-0.3	-13	8	114	0	-2
(10) COc1ccc(S(=O)(=O)NCC2CCC(C(=O)NCc3ccc(F)cc3)CC2)cc1 (centres undefined)
→ 6	4	-0.9	-3.7	-10	-2	105	-23	-9
(11) CCN(CC)C(=O)C1CCC(C)(C(=O)O)C1(C)C (centres undefined)
→ 8	6	-1.9	-4.5	-4	-9	101	2	-8
(12) CCSc1nnc(NC(=O)c2nc(-c3ccccc3)n(-c3ccccc3)n2)s1
→ 10	0	-2.4	-3.8	-8	-4	92	-23	3
(13) Cc1nc(NCCN2CCOCC2)c2nnn(Cc3ccccc3Cl)c2n1
→ 14	-7	-1.7	-3.5	-3	0	85	-9	22
(14) COCCSc1nnc(NC(=O)CS(=O)(=O)c2ccccc2)s1
→ 3	-3	-0.7	-1.2	6	-10	96	-11	14
(15) O=C(c1cccc(Br)c1)N1CCN(C(=O)N2CCOCC2)CC1
→ -92	3	-1.3	-1.2	4	-2	96	2	23
(16) CCn1c(-c2cc(-c3cc(OC)ccc3OC)nc3ccccc23)n[nH]c1=S
→ -16	-12	-3.8	-4.9	5	-21	88	-17	10
(17) COc1ccc(CCNc2cc(C)nc3c(-c4ccccc4)c(C)nn23)cc1OC
→ 18	0	0.0	-1.3	-16	1	106	-27	15
(18) CC(C)NC(=O)COCc1cc(-c2ccc3c(c2)OCO3)on1
→ 8	-1	-0.6	-1.4	28	0	102	-13	-12
(19) C/C(=N/NC(=O)c1ccc(Cl)s1)c1ccc(NC(=O)COc2ccc(Cl)cc2)cc1
→ 41	4	-1.2	-0.6	-1	-1	99	-3	-6
(20) Cc1nnc(NCc2ccncc2)c2ccccc12
→ 24	-2	-4.7	-0.1	-4	1	97	0	11

# Three compounds already listed, ordered by the value under MEKK2mut PB1 HTS, ascending.
entry	Molecule	NALP1 inh	MEKK2mut PB1 HTS	VIM-2 inhibitor	IMP-1 inhibitor	HCV NS3 hel inh	M18AAP inhibitor	MEKK2 WT-MEK5	UBC9 SUMO inh
1	CCNC(=S)N/N=C/c1c(C)nn(-c2cccc(Cl)c2)c1Cl	24	-5	0.5	-2.1	-5	-6	92	23
10	COc1ccc(S(=O)(=O)NCC2CCC(C(=O)NCc3ccc(F)cc3)CC2)cc1 (centres undefined)	6	4	-0.9	-3.7	-10	-2	105	-9
8	O=C(Nc1nc(-c2nc3ccccc3s2)cs1)C1CC1	·	7	-3.0	-2.9	-10	3	107	-11

# Further records follow:
# Results follow in this order: NALP1 inh	MEKK2mut PB1 HTS	VIM-2 inhibitor	IMP-1 inhibitor	HCV NS3 hel inh	M18AAP inhibitor	MEKK2 WT-MEK5	DNA FID counter	UBC9 SUMO inh
(21) Cc1ccc(-c2nn(CC(=O)NCc3ccccn3)c(=O)c3ccccc23)cc1S(=O)(=O)N(C)C
→ -1	-1	-0.9	-2.4	-2	-3	103	-25	4
(22) O=C(O)CCCNc1ccc(S(=O)(=O)N2CCCCC2)cc1
→ -10	1	0.4	-0.5	-19	-6	100	-4	22
(23) O=C(CCNS(=O)(=O)c1cccc2nonc12)NC1CCCCCC1
→ 3	·	-1.7	-1.1	-4	-2	·	3	8
(24) NS(=O)(=O)c1ccc(CCNC(=O)C(=O)c2c[nH]c3ccccc23)cc1
→ 25	-1	-1.2	-2.2	13	-6	106	-11	0
(25) Cc1cc(NC(=O)CSc2nnc(C(C)N(C)C)n2-c2ccc(F)cc2)no1 (centres undefined)
→ -1	-4	1.3	-4.0	-4	0	98	-6	3
(26) CC1CCN(CCCNC(=O)C2CCC(CNS(=O)(=O)c3cccc4nsnc34)CC2)CC1 (centres undefined)
→ 13	2	-1.4	-1.4	1	-6	104	13	16
(27) COCCn1c(SCC(=O)Nc2cc(OC)ccc2OC)nc2c(c1=O)SC(C)C2 (centres undefined)
→ ·	12	-2.7	-0.9	24	-3	103	-28	9
(28) C=C(C)CNC(=S)N=Nc1c(O)[nH]c2ccc([N+](=O)[O-])cc12
→ -13	-2	-1.9	-1.6	15	10	99	4	-2

# Look-ups from above.
# cpd 26 in UBC9 SUMO inh = 16
# cpd 22 in MEKK2 WT-MEK5 = 100

# Reformatted: results already given
cpd | compound | NALP1 inh | MEKK2mut PB1 HTS | VIM-2 inhibitor | IMP-1 inhibitor | HCV NS3 hel inh | M18AAP inhibitor | MEKK2 WT-MEK5 | DNA FID counter | UBC9 SUMO inh
23 | O=C(CCNS(=O)(=O)c1cccc2nonc12)NC1CCCCCC1 | 3 | · | -1.7 | -1.1 | -4 | -2 | · | 3 | 8
21 | Cc1ccc(-c2nn(CC(=O)NCc3ccccn3)c(=O)c3ccccc23)cc1S(=O)(=O)N(C)C | -1 | -1 | -0.9 | -2.4 | -2 | -3 | 103 | -25 | 4
27 | COCCn1c(SCC(=O)Nc2cc(OC)ccc2OC)nc2c(c1=O)SC(C)C2 (centres undefined) | · | 12 | -2.7 | -0.9 | 24 | -3 | 103 | -28 | 9
24 | NS(=O)(=O)c1ccc(CCNC(=O)C(=O)c2c[nH]c3ccccc23)cc1 | 25 | -1 | -1.2 | -2.2 | 13 | -6 | 106 | -11 | 0

# 2 entries picked at random from those above, as already listed:
# Results follow in this order: NALP1 inh	MEKK2mut PB1 HTS	VIM-2 inhibitor	IMP-1 inhibitor	HCV NS3 hel inh	M18AAP inhibitor	MEKK2 WT-MEK5	DNA FID counter	UBC9 SUMO inh
(23) O=C(CCNS(=O)(=O)c1cccc2nonc12)NC1CCCCCC1
→ 3	·	-1.7	-1.1	-4	-2	·	3	8
(28) C=C(C)CNC(=S)N=Nc1c(O)[nH]c2ccc([N+](=O)[O-])cc12
→ -13	-2	-1.9	-1.6	15	10	99	4	-2

# Screening results from PubChem.

# No enrichment for hits; about 4.7% have a hit in one of these screens.
